Screening results (PubChem)
NPY2 pot ag: potentiates or activates human NPY-Y2 receptor; cells expressing NPY-Y2, potentiator/agonist read-out; AID 1359; actives 0.45% (n = 220,000); activation, % at 3.6 µM; P49146; in the data active = activation above about 27%;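 also: cells stimulated with NPY near EC25 plus isoproterenol at EC100; 0% = vehicle plus submaximal agonist and 100% = vehicle plus saturating agonist; some results beyond the cut were filed as inactive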
Target sequence (P49146 whole entry, looked up): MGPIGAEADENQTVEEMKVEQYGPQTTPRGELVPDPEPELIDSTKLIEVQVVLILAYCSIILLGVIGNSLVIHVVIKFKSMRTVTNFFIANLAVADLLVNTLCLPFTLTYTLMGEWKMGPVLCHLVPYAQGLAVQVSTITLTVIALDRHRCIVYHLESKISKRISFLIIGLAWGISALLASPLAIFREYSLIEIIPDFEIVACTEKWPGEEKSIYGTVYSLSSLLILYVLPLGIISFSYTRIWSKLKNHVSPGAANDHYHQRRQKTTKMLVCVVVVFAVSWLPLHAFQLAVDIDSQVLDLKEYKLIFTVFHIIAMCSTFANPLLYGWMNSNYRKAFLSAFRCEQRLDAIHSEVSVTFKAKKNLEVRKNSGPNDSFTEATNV
BaF3 tox: reduces parental Ba/F3 cell viability, JAK2V617F counter-screen | inhibition, % at 5.6 µM | actives 1.1% (n = 220,000) | CellTiter-Glo ATP luminescence;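 active = inhibition above a per-campaign cutoff, the mean inhibition of all tested compounds plus 3 SD, cut at about 27% in these data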;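 also: 0% = DMSO wells and 100% = JAK Inhibitor I control wells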
p47phox inh: p47phox (human) inhibition; actives 0.53% (n = 220,000); P14598; inhibition, % at 24.7 µM; p47phox/p22phox peptide binding, fluorescence polarization, 2 h; AID 1274;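 active = inhibition above about 30%, limit read from the data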;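 also: 0% = p47phox with labelled peptide and 100% = labelled peptide alone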
Target sequence (P14598 whole entry, looked up): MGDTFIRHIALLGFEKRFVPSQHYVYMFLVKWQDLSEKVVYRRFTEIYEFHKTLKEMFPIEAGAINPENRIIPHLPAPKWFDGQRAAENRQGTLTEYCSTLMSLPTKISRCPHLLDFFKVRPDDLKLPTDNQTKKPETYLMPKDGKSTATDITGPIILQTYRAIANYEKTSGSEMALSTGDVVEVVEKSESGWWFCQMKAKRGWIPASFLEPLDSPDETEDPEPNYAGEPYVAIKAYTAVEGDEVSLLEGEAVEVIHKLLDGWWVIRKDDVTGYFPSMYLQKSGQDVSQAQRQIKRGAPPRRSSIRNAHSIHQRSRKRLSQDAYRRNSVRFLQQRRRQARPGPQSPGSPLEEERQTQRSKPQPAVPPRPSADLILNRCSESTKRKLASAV
CHOP inh: blocks CHOP induction under ER stress; CHO-K1 CHOP-promoter luciferase, tunicamycin-induced, 15-18 h; inhibition, % at 10 µM; actives 3.8% (n = 220,000); AID 2732;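 active = compounds that reduced the stress-induced luciferase reporter signal by more than about 70% of percent inhibition, limit read from the data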;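 also: 0% = tunicamycin plus vehicle and 100% = wells without tunicamycin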
S1P4 agonist: activates the human S1P4 receptor | O95977 | S1P4-expressing cell line, agonist reporter assay | activation, % at 4.98 µM | actives 0.35% (n = 220,000) | AID 1509; in the data active = activation above about 11%;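 also: 0% = DMSO vehicle and 100% = reference agonist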
NPY-Y1 antag: antagonists of human neuropeptide Y receptor Y1; P25929; HEK293-CNG Y1 cells, membrane potential fluorescence; NPY at EC95, then isoproterenol; inhibition, % at 3.6 µM; actives 1% (n = 200,000); AID 1040;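 active = inhibition above the campaign mean inhibition of all tested compounds plus 3 SD, cut at about 20% in these data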;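 also: 0% = DMSO wells given NPY plus isoproterenol and 100% = isoproterenol alone without NPY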
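Material: HEK293 Y1/CNG channel cell line; also added: NPY (25 nM), isoproterenol (1 µM), Ro 20-1724 (25 µM); doses: one concentration, 3.6 µM, in 0.4% DMSO; schedule: compound incubation 1 h at room temperature, readout 45 min post-stimulation; technique: membrane potential fluorescence; measure: fluorescence ratio normalized to % inhibition between controls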
Ba/F3 V617F tox: lowers viability of Ba/F3 cells expressing EpoR and JAK2V617F; actives 1.1% (n = 220,000); ATP luminescence; inhibition, % at 5.6 µM;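 active = inhibition above the campaign mean plus 3 SD over all tested compounds, cut at about 24% in these data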;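 also: cytokine-independent growth of Ba/F3 cells driven by EpoR plus mutant JAK2; 0% = DMSO-treated cells and 100% = JAK inhibitor I control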
S1P4 antag: antagonists of human S1P4 receptor | O95977 | S1P4-expressing cells, antagonist mode, reporter read-out | inhibition, % at 4.98 µM | actives 0.26% (n = 220,000) | AID 1510; in the data active = inhibition above about 29%;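 also: 0% = wells stimulated with agonist and 100% = vehicle wells without agonist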
NPY1 pot ag: potentiators or agonists of human neuropeptide Y receptor Y1 | P25929 | NPY-Y1 expressing cells, potentiator/agonist activation | activation, % at 3.6 µM | actives 0.37% (n = 220,000) | AID 1304; in the data active = activation above about 33%, passing the limit was not always enough;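 also: cells stimulated with NPY at EC10 then isoproterenol at EC100; 0% = low agonist plus stimulus and 100% = saturating agonist plus stimulus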
The depositor's hits bear a star; / = no result given.

compound	NPY2 pot ag	BaF3 tox	p47phox inh	CHOP inh	S1P4 agonist	NPY-Y1 antag	Ba/F3 V617F tox	S1P4 antag	NPY1 pot ag
N#Cc1c(-c2cccs2)nc(SCC(=O)c2cccs2)[nH]c1=O	3	1	-88	5	2.7	8	0	-1	-2
NC(=O)CSc1nnc(-c2ccc([N+](=O)[O-])cc2)o1	-4	4	1	23	1.8	0	-1	0	11
Cc1cc(C)c2c(n1)SCC(=O)N2CC(=O)NCCC1=CCCCC1	6	3	-12	37	0.9	-4	0	-7	4
COc1ccccc1CNC(=O)c1ccccc1N(C)S(C)(=O)=O	-4	5	-12	5	-1.0	7	-1	-3	27
CCN(CC)c1ccc(/C=N/NC(=O)C(O)(c2ccccc2)c2ccccc2)o1	1	3	-30	23	1.4	2	-6	-12	9
CCC(=O)N1CCCc2cc(S(=O)(=O)N3CCCc4ccccc43)ccc21	-6	4	-10	3	-2.7	-2	0	-16	-20
CCOC(=O)N1CCN(C(=O)C(NC(=O)c2ccc(CC)cc2)C(C)C)CC1 (stereo not given)	7	6	-3	25	0.8	-4	1	12	0
COc1ccc(C(=O)NCc2ccc(N3CCN(C(=O)OC(C)(C)C)CC3)cc2)cc1	-11	7	-6	-12	-2.0	-3	-1	5	21
Cc1ccc(CNC(=O)C2CCN(S(=O)(=O)N3CCCCC3)CC2)cc1	12	0	7	-25	0.7	-2	-5	-22	7
O=c1ncn(-c2cccc(F)c2)c2ncccc12	-9	-3	0	42	1.1	2	-4	11	-11
Cc1ccc2nc(SCC(=O)Nc3ccc(F)cc3F)[nH]c2c1	-11	6	-1	18	-1.1	7	-3	-1	-11
O=C1/C(=C/c2cccs2)SC(=S)N1c1cccc(O)c1	21	4	-4	-7	1.1	/	0	8	23
Cc1cc(OCC(O)CN2C(C)CCCC2C)ccc1C(C)C (stereo not given)	-6	10	-3	29	1.1	5	2	6	-14
Cc1cc(C)c(C#N)c(SCC(=O)Nc2ccccc2C(N)=O)n1	-6	1	11	-2	-1.9	-2	0	-9	3
COC(=O)c1sc(N2C(=O)C(=O)/C(=C(/O)c3ccccc3)C2c2ccco2)nc1C (stereo not given)	-4	3	-1	-33	0.1	3	1	2	-3
O=C(OCC#CCSc1nc2ccccc2o1)c1cc2ccccc2o1	-9	5	-16	9	-0.6	-2	0	-3	5
Cc1cc(C)n(-c2ncnc3c2oc2ccccc23)n1	10	4	-8	25	-3.7	11	-3	4	-23
CSc1nc(-c2ccccc2)nc(NC(C)=O)c1C(C)=O	11	7	-5	26	1.9	6	-1	-15	1
Cc1ccc(NS(=O)(=O)c2ccc(CCC(=O)NCCCOC(C)C)cc2)cc1	1	3	-11	6	1.5	0	-1	-5	12
CCn1c(-c2csc3c2CCC(C)C3)n[nH]c1=S (stereo not given)	1	4	-4	50	1.2	7	-3	-2	-2
CC1Cc2ccccc2N1C(=O)Cn1cnc2ccccc21 (stereo not given)	-2	6	7	-2	1.0	-2	4	-13	-1
COc1ccc2nc(SCC(=O)Nc3c(C)cc(C)cc3C)[nH]c2c1	4	0	-3	28	2.8	-4	0	-10	8
O=C(NCCC1=CCCCC1)C1CCC(CNc2c(N3CCCC3)c(=O)c2=O)CC1 (stereo not given)	15	0	-8	9	1.9	/	-3	-3	0
C=CCn1c(SCC(=O)c2c(C)[nH]c3ccccc23)nnc1-c1ccncc1	-7	9	-16	-15	-2.0	2	5	-10	-5
COC(=O)CNC(=O)COC(=O)c1cc(F)c(F)cc1Cl	0	2	8	16	-1.6	2	-1	3	-9

Quoted from the listing:
Reading of COC(=O)c1sc(N2C(=O)C(=O)/C(=C(/O)c3ccccc3)C2c2ccco2)nc1C (stereo not given) under NPY2 pot ag: -4
Reading of O=C(OCC#CCSc1nc2ccccc2o1)c1cc2ccccc2o1 under CHOP inh: 9
Reading of CCOC(=O)N1CCN(C(=O)C(NC(=O)c2ccc(CC)cc2)C(C)C)CC1 (stereo not given) under S1P4 agonist: 0.8
Reading of CCn1c(-c2csc3c2CCC(C)C3)n[nH]c1=S (stereo not given) under Ba/F3 V617F tox: -3
Reading of O=C1/C(=C/c2cccs2)SC(=S)N1c1cccc(O)c1 under BaF3 tox: 4

Just S1P4 antag and NPY1 pot ag, for 4 of the compounds above:
| canonical_smiles | S1P4 antag | NPY1 pot ag |
| --- | --- | --- |
| CCC(=O)N1CCCc2cc(S(=O)(=O)N3CCCc4ccccc43)ccc21 | -16 | -20 |
| CCOC(=O)N1CCN(C(=O)C(NC(=O)c2ccc(CC)cc2)C(C)C)CC1 (stereo not given) | 12 | 0 |
| COc1ccc(C(=O)NCc2ccc(N3CCN(C(=O)OC(C)(C)C)CC3)cc2)cc1 | 5 | 21 |
| Cc1ccc(CNC(=O)C2CCN(S(=O)(=O)N3CCCCC3)CC2)cc1 | -22 | 7 |

The results go on.
compound	NPY2 pot ag	BaF3 tox	p47phox inh	CHOP inh	S1P4 agonist	NPY-Y1 antag	Ba/F3 V617F tox	S1P4 antag	NPY1 pot ag
CCN(CCNC(=O)C1CCCN(S(=O)(=O)c2cnc[nH]2)C1)c1ccccc1 (stereo not given)	2	5	1	27	-2.0	7	-4	-12	-11
COc1ccc(CCN2C(=O)CC(N3CCC(C(N)=O)CC3)C2=O)cc1OC (stereo not given)	21	2	-2	-9	0.1	/	-4	10	21
COc1ccc(C2=NOC(C(=O)Nc3cccnc3)C2)cc1 (stereo not given)	15	2	-1	33	-1.6	2	-2	5	8
c1ccc2c(c1)OCC(CNc1ncnc3sccc13)O2 (stereo not given)	2	62*	6	79*	-0.7	12	60*	-14	-64
COc1ccc(C(=O)Nc2cc(-c3nn4c(C)nnc4s3)ccc2C)cc1	-12	4	-5	-5	0.0	2	1	-3	-15
O=C(NC1CCCCC1)C(c1ccccn1)N(C(=O)Cc1cccs1)c1ccc(Cl)cc1 (stereo not given)	-4	4	-14	19	1.2	6	4	4	0
COc1cccc(N2CC(C(=O)Nc3nnc(SCc4cccnc4)s3)CC2=O)c1 (stereo not given)	-9	5	-10	15	0.7	1	-3	-14	-3
O=C1C2Sc3[nH]c(=O)sc3C(c3ccccc3)C2C(=O)N1c1ccc(Cl)cc1 (stereo not given)	9	3	-22	28	0.1	-2	0	0	22
Cc1ccc(C)c(S(=O)(=O)N2CCN(C(=O)Cn3c(C(F)(F)F)nc4ccccc43)CC2)c1	-10	2	-4	-12	3.4	5	-2	-6	-33
CN(C)c1ccc(/C=C2\C(=N)N3C(=NC2=O)Sc2cc(S(C)(=O)=O)ccc23)cc1	-11	1	-60	104*	0.6	/	-2	-16	5
CCCC(c1nnnn1Cc1ccco1)N1CCN(C2CCCC2)CC1 (stereo not given)	-11	10	-13	10	0.4	22*	5	0	-15
CC(=O)Nc1cccc(Oc2ccc(-c3noc(C)n3)cc2)c1	-1	7	1	46	-2.0	2	0	2	8
COc1ccc2nc(CC(C)(C)CC(=O)O)c[n+]([O-])c2c1	13	4	-3	14	1.1	7	0	-10	16
O=C(CN1C(=O)COc2ccccc21)NCCN1CCc2ccccc2C1	-6	6	-4	37	1.1	0	1	12	-26
Nc1nccc(/C=C/c2c(Cl)cccc2Cl)n1	7	0	-8	53	0.3	/	-3	13	10
CC(C)CC(=O)N1CCN(S(C)(=O)=O)CC1	14	0	-11	-6	0.3	7	-2	3	-6
Cc1ccc(-n2c(-c3ccccc3)n[nH]c2=S)cc1	-18	6	-7	-27	-0.2	7	-1	8	-11
COc1ccc(/C=C\C(=O)c2c(O)ccc3c(C)cc(=O)oc23)cc1OC	-14	1	-28	73*	0.9	5	-3	8	23
O=Cc1ccc(-c2ccccc2OC(F)(F)F)o1	-11	8	-4	2	1.1	0	3	-18	4
O=c1c2ccccc2cnn1Cc1n[nH]c(=S)n1-c1ccccc1	1	8	-5	-4	1.5	3	0	-10	6
Cc1cc(OC(=O)Cc2cccc3ccccc23)c([N+](=O)[O-])c(=O)[nH]1	-6	3	-1	10	-0.6	0	0	-4	-8
COc1ccc(NC(=O)CSc2nnnn2-c2ccc(OC)cc2)cc1	-5	0	0	14	-0.8	2	-4	11	7
CC(C)C(C(=O)Nc1nccs1)c1ccc(Cl)cc1 (stereo not given)	2	-2	-3	42	2.2	-2	2	-5	16
CCc1nnc(NC(=O)C2CC(=O)N(CCc3ccccc3)C2)s1 (stereo not given)	1	6	-12	36	1.1	-2	4	-8	-18
O=C(CNC(=O)c1ccccc1)N/N=C/c1ccc([N+](=O)[O-])o1	5	8	-22	-30	0.9	-2	-1	-13	-4

(continued)
compound	NPY2 pot ag	BaF3 tox	p47phox inh	CHOP inh	S1P4 agonist	NPY-Y1 antag	Ba/F3 V617F tox	S1P4 antag	NPY1 pot ag
CCCOc1ccc(N2CC(C(=O)NC3=NCCS3)CC2=O)cc1 (stereo not given)	11	0	-5	20	-1.5	-1	4	-1	-6
O=C(NC(=S)NCc1cccnc1)c1cccc2ccccc12	-6	0	0	8	-0.7	6	-5	0	5
COc1cccc(C2CC(c3ccc(Cl)cc3Cl)n3nc(N)nc3N2)c1 (stereo not given)	-17	7	1	12	-0.2	9	0	-10	-6
N#CCCn1cc(C(=O)NCc2ccccc2)c(-c2cccs2)n1	-1	-1	4	-9	-1.7	-1	3	0	-2
O=C(O)CNC(=O)CC12CC3CC(CC(C3)C1)C2	9	3	-9	1	1.2	4	-5	-14	-17
CCc1nc2ccccc2c2nc3ccccc3n12	-9	7	-15	-5	1.0	-3	5	-15	0
CC(C)=CCC(C)(C)C1OCCN1C(=O)Nc1ccccc1 (stereo not given)	6	2	-6	52	-1.1	-1	-2	1	-19
O=S(=O)(c1ccc2c(c1)nc1n2CCC1)N1CCOCC1	10	2	-5	20	1.8	-1	-1	-9	16
O=C(CSc1ccccn1)c1ccc2c(c1)OCO2	10	3	-6	12	2.3	9	-1	-13	-7
CCOc1cc(CNCCO)cc(Br)c1OCc1cccs1	-9	6	-12	-19	1.0	0	-1	0	9
N#CC1=C(SCC(=O)NCc2ccccc2)NC(=O)CC1c1ccco1 (stereo not given)	7	4	-15	2	1.0	3	-5	-17	-9
CCN1C(=O)C2C(c3ccccc3F)NC(Cc3ccc(O)cc3)(C(=O)OC)C2C1=O (stereo not given)	6	10	4	30	-0.1	-3	4	1	7
CCCSc1nc(SCC(=O)NCc2ccccc2)c2c3c(sc2n1)COC(C)(C)C3	-8	2	-15	32	-0.8	-3	2	-9	7
CCOC(=O)c1[nH]c(C)c(C(=O)Nc2ccc(Cl)cc2)c1C	4	-1	-8	12	3.1	0	-2	-13	-23
C=CCNC(=O)/C(C#N)=C/c1c(C)nn(-c2ccccc2)c1Cl	2	8	-2	-2	0.4	-1	1	-21	7
COC(=O)c1ccc(CSc2nnc(CS(=O)Cc3ccc(Br)cc3)n2-c2ccccc2)cc1 (stereo not given)	-11	7	-7	41	4.6	13	3	2	-23
COc1ccccc1CNC(=O)N[C@@H](Cc1ccccc1)C(=O)O	2	1	-4	12	-0.3	4	-4	-9	19
CCCC1=C(C(=O)OCC)C(c2ccco2)C(C#N)=C(N)O1 (stereo not given)	-13	2	-8	6	0.2	-4	-1	0	6
CCOC(=O)C(C)Sc1nnc(-c2c[nH]c3ccccc23)n1C (stereo not given)	4	3	-5	13	0.4	-2	0	-20	8
COc1ccc(C)cc1NC(=O)COC(=O)C1CCN(C(=O)c2ccc(Cl)cc2)CC1	90*	1	-6	-28	-1.8	-5	4	-11	86*
